Screening data from PubChem BioAssay.
esBAF inh: inhibitors of esBAF chromatin remodeling in mouse ES cells; Bmi1-luciferase knock-in reporter, 24 h; 100% = twice the neutral-well signal; reporter increase, % at 12.5 µM; 350,000 tested, 2% active; in the data active = activation above about 40%; inconclusive = no clear call, values can overlap the other calls;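 also: 0% = median of the plate's neutral control wells and 100% = double that signal; a rise in the Bmi1 reporter signal indicates esBAF inhibition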
Cneo AK release: Cryptococcus neoformans lysis via adenylate kinase release; C. neoformans lysis, adenylate kinase release luminescence, 4 h; normalised: neutral wells 0, clomiphene wells 100; lysis activity, % at 15 µM; 360,000 tested, 0.2% active;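 active = mean lysis activity across replicates of at least 80%, whatever share of replicates individually reach that level; inactive = mean lysis activity below 80%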
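Material – Cryptococcus neoformans yeast cells · Quantity – 5 × 10^6 yeast cells/mL · Buffer or medium – YPD medium · Compound – single dose · Timing – 4 h static compound exposure, 37 °C, read 1 h post-reagent · Signal – adenylate kinase release luminescence · Read-out basis – lysis from increased AK signal · Benchmarks – Clomiphene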
ARNT-TACC3 inh: disrupts binding between human ARNT and TACC3; AlphaScreen His-ARNT PAS-B/GST-TACC3 binding, luminescence; TACC3 fragment carries E629A point mutation; inhibition, % at 9.99 µM; 390,000 tested, 0.66% active; AID 623870;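 active = mean inhibition of replicates at least 50% and at least half of replicates each reaching 50%; inconclusive = half or more replicates reach 50% but mean below 50%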;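 also: 0% = complete ARNT plus TACC3 wells and 100% = ARNT alone without TACC3; many hits fall short of the cut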
Statin myotox sup: suppression of simvastatin myotoxicity; C2C12 myotubes + simvastatin, ATP luminescence, 48 h; scaled: DMSO 0, geranylgeraniol control 100; 330,000 tested, 0.78% active; AID 602340; rescue of ATP level, % at 7.49 µM;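 active = mean ATP rescue above about 67%, or every replicate alone reaching that limit, limit read from the data, passing the limit was not always enough; inconclusive = no clear call, values can overlap the other calls; inactive = mean under the limit and some replicate under it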;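 also: myotubes were challenged with 10 µM simvastatin during compound exposure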
ERp5 inh: blocks human ERp5 reductase activity on insulin; Q15084; ERp5 insulin aggregation, absorbance 650 nm, 90 min; inhibition, % at 9.99 µM; 350,000 tested, 0.05% active;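 active = mean replicate inhibition above about 25%, with every replicate also reaching it, limit read from the data, passing the limit was not always enough; inconclusive = only one of those two criteria met; inactive = neither criterion met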
Target sequence (Q15084 whole entry, looked up): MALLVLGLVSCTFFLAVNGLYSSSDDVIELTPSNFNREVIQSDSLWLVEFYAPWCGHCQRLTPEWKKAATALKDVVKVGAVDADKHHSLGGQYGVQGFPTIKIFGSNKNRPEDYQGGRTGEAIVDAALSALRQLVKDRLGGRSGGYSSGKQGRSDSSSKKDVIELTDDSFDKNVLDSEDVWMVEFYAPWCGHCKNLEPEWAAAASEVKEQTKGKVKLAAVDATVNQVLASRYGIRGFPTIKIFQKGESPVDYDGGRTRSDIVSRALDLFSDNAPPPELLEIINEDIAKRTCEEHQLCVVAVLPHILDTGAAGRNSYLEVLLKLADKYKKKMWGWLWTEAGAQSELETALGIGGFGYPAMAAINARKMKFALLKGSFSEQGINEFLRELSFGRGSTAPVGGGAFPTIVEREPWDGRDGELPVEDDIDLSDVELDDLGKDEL
miR122 inh: inhibitors of miR-122 in Huh7 cells. AID 602342. Huh7 miR-122 Renilla luciferase sensor, 48 h; neutral wells = 0, positive control = 100. 340,000 tested, 0.3% active. activation (reporter increase), % at 12.5 µM;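 active = mean replicate activation score at least 90 and every replicate individually at or above 90; inconclusive = only one of the two criteria met; inactive = neither criterion met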;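 also: higher luciferase means less miR-122 activity so hits act as miR-122 inhibitors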
SIRT5 inh: sirtuin-5 (human) deacylase inhibition; inhibition, % at 15 µM; Q9NXA8; Purified SirT5, succinyl-peptide AMC, trypsin-coupled fluorescence; 330,000 tested, 1.1% active; in the data active = inhibition above about 15%; inconclusive = no clear call, values can overlap the other calls
Target sequence (Q9NXA8 whole entry, looked up): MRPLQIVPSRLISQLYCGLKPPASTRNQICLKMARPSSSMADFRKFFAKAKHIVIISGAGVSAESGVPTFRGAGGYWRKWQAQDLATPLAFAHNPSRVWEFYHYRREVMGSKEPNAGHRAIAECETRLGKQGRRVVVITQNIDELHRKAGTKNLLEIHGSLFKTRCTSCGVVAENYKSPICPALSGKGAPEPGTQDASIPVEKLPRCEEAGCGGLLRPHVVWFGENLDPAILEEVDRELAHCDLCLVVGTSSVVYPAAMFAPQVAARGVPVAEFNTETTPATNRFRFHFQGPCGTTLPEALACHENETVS
* marks the source's active call; other numbers are inactive results; ? = inconclusive; nt = no result given; [ ] = dose if it differs, or a comment.

SMILES	esBAF inh	Cneo AK release	ARNT-TACC3 inh	Statin myotox sup	ERp5 inh	miR122 inh	SIRT5 inh
O=C(C[C@@H]1CC[C@@H]2[C@H](COC[C@@H](O)CN2Cc2ccc(C(F)(F)F)cc2)O1)N1CCc2ccccc2C1	-12	-2	0	-35	-2	-9[16.7 µM]	3
CC(C)C#Cc1cnc2c(c1)C(=O)N([C@H](C)CO)C[C@H](C)[C@H](CN(C)Cc1cccc(F)c1)O2	5	0	-4	2	-1	14[16.7 µM]	1
O=C(CSc1nc2ccccc2n1S(=O)(=O)c1cccc([N+](=O)[O-])c1)NCCc1ccccc1	nt	nt	-10	nt	-11	nt	-8
CN(c1ccc(C(=O)N2CCOCC2)cc1)S(=O)(=O)c1cccs1	-1	4	-5	-2	4	nt	-2
Cc1sc2ncnc(SCC(=O)N3CCC(c4noc5ccc(F)cc45)CC3)c2c1C	nt	-1	-7	nt	nt	-5	nt
O=C(NCCCN1CCOCC1)/C(=C/c1ccco1)NC(=O)c1ccccc1	2	7	-5	4	1	nt	-2
COc1ccccc1N1CCN(c2cc(=O)n(-c3ccc(Cl)cc3)c(=O)[nH]2)CC1	-12	1	2	1	0	-4	-2
O=C(COC(=O)CCOc1ccccc1)NCCC1=CCCCC1	nt	nt	-5	nt	1	nt	1
Nc1c(-c2nn[nH]n2)cnn1-c1cc(Cl)cc(Cl)c1	nt	-2	-1	nt	?	-4	-1
Cc1c(CC(=O)N2C[C@H]3C[C@@H](C2)c2cccc(=O)n2C3)c(=O)oc2cc3occ(C(C)(C)C)c3cc12	7	5	-7	1	11	-8	nt
COc1ccc(S(=O)(=O)Nc2ccc3c(c2)C(=O)N([C@H](C)CO)C[C@H](C)[C@@H](CN(C)Cc2ccc(C(=O)O)cc2)OCCCC[C@@H](C)O3)cc1	-1	53	5	nt	-4	3[16.7 µM]	4
Cc1ccc(S(=O)(=O)N2CC[C@H]3[C@H](CO)Nc4ccc(C#Cc5ccc(F)cc5)cc4[C@H]32)cc1	2	9	-4	-23	3	-6[16.7 µM]	9
COc1ccc(Cl)cc1NC(=O)CN1C(=O)NC2(CCCC2)C1=O	-8	0	2	7	1	-2	0
Cc1cccc(S(=O)(=O)N2CCCCN3[C@H](CO)[C@@H](c4ccc(C#C[C@H](C)O)cc4)[C@H]3C2)c1	10	-2	1	13	-1	0[16.7 µM]	-4
CCCn1c(Sc2nnnn2-c2ccccc2)n[nH]c1=O	-3	-1	-1	2	nt	-1	nt
NC(=O)c1ccc(-n2nnnc2SCc2ccc(F)cc2)cc1	-7	0	-8	4	nt	9	nt
Cc1ccccc1-c1ccc([C@H]2[C@H]3CN(C(=O)Nc4ccccc4)CCCCN3[C@H]2CO)cc1	nt	45	-2	nt	2	-2[16.7 µM]	3
CCOC(=O)CN(C(=O)CNC(=O)c1cccs1)C(C(=O)NC1CCCCC1)c1cccnc1 (configuration not stated)	-1	-2	34	-1	nt	6	nt
NC(=O)CN1C(=O)C2CCCCN2C(=O)c2ccccc21 (configuration not stated)	-8	-1	-1	-10	nt	3	nt
C[C@H]1CN([C@@H](C)CO)C(=O)c2cccc(NS(C)(=O)=O)c2O[C@@H]1CN(C)Cc1ccccc1	2	-3	3	12	1	-1[16.7 µM]	3
O=C(C[C@H]1C=C[C@@H](NC(=O)c2ccccc2)[C@H](CO)O1)NCCc1ccncc1	2	1	-17	16	1	nt	-1
Cc1ccc(C)c(NC(=O)CCN2CC(C)CC(C)C2)c1 (configuration not stated)	0	1	-1	6	-3	0	-2
CCCC(=O)Nc1ccc2c(c1)OC[C@H](C)N(C(=O)c1cnccn1)C[C@@H](C)[C@H](OC)CN(C)C2=O	-3	-4	0	-4	-2	nt	-9
O=C1CSCC(=O)N1Cc1ccc(Cl)cc1Cl	1	-1	-2	-5	4	8	-3
Cn1c(SCC(=O)NCC2CCCO2)nc2c([nH]c3ccccc32)c1=O (configuration not stated)	-2	6	nt	38	nt	6	nt
The list continues.
SMILES	esBAF inh	Cneo AK release	ARNT-TACC3 inh	Statin myotox sup	ERp5 inh	miR122 inh	SIRT5 inh
Cc1nc2scc(-c3ccco3)c2c(=O)n1/N=C/N(C)C	-7	0	2	7	-2	nt	-3
Cc1n[nH]c(C)c1S(=O)(=O)N1CCN(C2CCCCC2)CC1	1	-1	-1	1	nt	-1	nt
Cn1c(N=Cc2ccc([N+](=O)[O-])cc2)c(N)c(=O)n(C)c1=O	nt	nt	8	nt	4	nt	-6
COc1ccc(CNc2nccn3ccnc23)cc1	22	-1	nt	3	3	-1	nt
COc1ccc(OC)c(CCNC(=O)CN2C(=O)COc3ccc(S(=O)(=O)N4CCOCC4)cc32)c1	-3	1	-1	13	-17	1	-2
C[C@@H]1CN([C@@H](C)CO)C(=O)c2cc(-c3ccccc3F)cnc2O[C@@H]1CN(C)Cc1cccc(C(=O)O)c1	-5	1	nt	-36	-4	2[16.7 µM]	3
COc1ccc(CN(C)C[C@H]2OCCCC[C@H](C)Oc3ccc(NC(=O)Nc4cccc5ccccc45)cc3C(=O)N([C@H](C)CO)C[C@@H]2C)cc1	-1	-1	34	nt	-1	7[16.7 µM]	7
CC(=O)Nc1ccc(S(=O)(=O)N2CCCC2C(=O)O)cc1 (configuration not stated)	-3	0	0	20	nt	nt	nt
Cc1c(C(=O)O)oc2ccc(S(=O)(=O)N3CC(C)CC(C)C3)cc12 (configuration not stated)	-10	5	-6	nt	nt	-5	nt
CN1CCN(C(=O)Cn2c(=O)oc3cc(S(=O)(=O)NCc4ccccc4)ccc32)CC1	-4	-1	-4	nt	-2	6	5
NC(=O)c1ccccc1NC(=O)/C=C/c1ccccc1	nt	-6	-2	nt	nt	-7	nt
COC(=O)CCC(=O)Nc1sc2c(c1C#N)CCCC2	-7	1	-5	6	nt	-3	nt
C[C@@H]1CN([C@@H](C)CO)C(=O)c2cc(NC(=O)Cc3ccccc3)ccc2O[C@@H](C)CCCCO[C@@H]1CN(C)S(=O)(=O)c1ccc(F)cc1	4	0	1	101*	nt	-2[16.7 µM]	nt
O=C(Cc1ccc(F)cc1)NCc1cccnc1	nt	1	-8	nt	-2	1	0
Cc1cc(C)c(C)c(C(=O)COC(=O)CNC(=O)CNC(=O)c2ccco2)c1C	0	0	15	-1	1	-5	-2
COc1ccc(S(=O)(=O)N(C)C[C@@H]2Oc3ccc(NC(=O)Nc4cccc5ccccc45)cc3CC(=O)N([C@@H](C)CO)C[C@@H]2C)cc1	0	nt	nt	-18	-1	-9[16.7 µM]	3
O=C1/C(=C\c2ccco2)SC(=S)N1Cc1ccccc1	nt	0	-1	nt	nt	-5	nt
O=C(CNC(=O)OCc1ccccc1)NCC(=O)Oc1ccc([N+](=O)[O-])cc1	-5	nt	-8	4	11	-6	-2
Cc1cc(C)n2nc(C(=O)Nc3nnc(C4CC4)s3)nc2n1	-23	1	-6	5	nt	0	nt
CCOC(=O)N1CCN(C(=O)C(=O)NN)CC1	nt	nt	15	nt	-3	nt	0
COC(c1ccccc1)c1nc2ccccc2[nH]c1=O (configuration not stated)	-4	-1	-5	7	2	9	-5
O=C(NCc1n[nH]c(=S)n1-c1ccc(Br)cc1)c1ccc(S(=O)(=O)N2CCCC2)cc1	nt	0	6	nt	2	16	5
CN1CCN(C(=O)C[C@@H]2CC[C@@H]3[C@H](COC[C@@H](O)CN3Cc3ccc(Oc4ccccc4)cc3)O2)CC1	11	0	-1	-4	6	-6[16.7 µM]	-2
COc1cccc(NC(=S)N2C3CCCC2CC(NC(=O)C2CC2)C3)c1 (configuration not stated)	12	-2	2	29	-2	nt	nt
C#CCOc1ccc(C2C3=C(CC(C)(C)CC3=O)N(CC(=O)O)C3=C2C(=O)CC(C)(C)C3)cc1	-3	1	-7	14	4	5	12
(cont.)
SMILES	esBAF inh	Cneo AK release	ARNT-TACC3 inh	Statin myotox sup	ERp5 inh	miR122 inh	SIRT5 inh
O=C(NCCc1csc(-c2cccnc2)n1)c1ccccc1Br	nt	-1	-4	nt	5	6	15*
Cc1ccc(S(=O)(=O)Nc2ccc3c(c2)C(=O)N([C@H](C)CO)C[C@H](C)[C@@H](CN(C)C)O3)cc1	-2	3	-4	4	3	-2[16.7 µM]	-4
Cc1cc(NC(=O)CCS(=O)(=O)c2ccc(F)cc2)no1	-5	2	-1	8	-1	6	1
C[C@H](CO)N1C[C@H](C)[C@@H](CN(C)S(C)(=O)=O)Oc2cc(-c3cccc(F)c3)ccc2S1(=O)=O	7	-1	-1	-17	9	0[16.7 µM]	-3
CCC1CCCCN1C(=S)NC(=O)c1ccco1 (configuration not stated)	4	3	0	-3	2	nt	-1
CC1=NN(c2ccccc2)C(=O)/C1=C\c1sccc1C	-4	2	-3	12	6	nt	-4
COc1cccc(-c2cc(NC=O)c3ncc(-c4cccc(C(=O)NCCN(C)C)c4)n3c2)c1	1	-6	nt	14	2	nt	2
CCCSc1nsc(N)n1	7	nt	29	4	0	3	-4
CCCCc1nnc(NC(=O)CN2C(=O)c3ccccc3C2=O)s1	-3	1	-6	7	2	-4	nt
COc1cccc(C(=O)NC2CC3CCCC(C2)N3Cc2ccc(C)cc2)c1 (configuration not stated)	6	1	5	10	1	-4	-1
Cc1cnc(CNC(=O)CC2C(=O)NCCN2Cc2ccccc2F)cn1 (configuration not stated)	1	5	6	4	10	nt	0
CC(=O)N1CCN(c2ccc(NCc3ccc(F)cc3)cc2)CC1	7	-1	8	6	-1	-2	nt
O=C(COC(=O)/C=C/c1ccc2c(c1)OCO2)Nc1ccc(S(=O)(=O)N2CCCC2)cc1	nt	nt	-2	nt	-1	nt	-2
COc1ccc(CN(C)C[C@H]2OCCCC[C@@H](C)Oc3ccc(NS(=O)(=O)c4ccc(C)cc4)cc3C(=O)N([C@@H](C)CO)C[C@H]2C)cc1	-4	16	-1	nt	1	-11[16.7 µM]	3
C[C@@H]1CN([C@@H](C)CO)C(=O)c2cc(C#CCc3ccccc3)cnc2O[C@H]1CN(C)CC1CCOCC1	-2	-1	-2	-6	?	-3[16.7 µM]	3
COc1ccc(NC(=O)N(C)C[C@H]2Oc3ccc(NC(=O)Nc4ccc5c(c4)OCO5)cc3C(=O)N([C@@H](C)CO)C[C@@H]2C)cc1	-4	-1	-1	-1	1	0[16.7 µM]	-1
COc1ccccc1NC(=O)N1C[C@@H](C)[C@H](OC)CN(C)C(=O)c2ccc(NC(=O)c3cc(C)on3)cc2OC[C@H]1C	-3	0	7	-2	2	nt	nt
O=C(Nc1ccc(-c2nc3cc(Cl)ccc3c(=O)o2)cc1)c1ccco1	nt	-3	-2	nt	nt	2	nt
Cc1cccc(NC(=O)c2cnn(C)c2)c1C	nt	nt	12	nt	5	nt	-4
CC(C)Cc1nnc(NC(=O)CCC(=O)Nc2ccccc2)s1	0	-1	10	10	nt	10	-3
O=[N+]([O-])c1ccc2nc(-c3ccc(OC(F)F)cc3)cn2c1	nt	nt	-3	nt	6	nt	0
O=C(Nc1cccc(O)c1)c1ccc(C(F)(F)F)cc1	31	nt	3	0	-6	-10	14
NNC(=O)c1ccc(S(=O)(=O)N2CCc3ccccc32)cc1	-1	0	1	1	3	0	nt
C[C@@H]1CCCCO[C@@H](CN(C)S(=O)(=O)c2ccccc2)[C@@H](C)CN([C@@H](C)CO)C(=O)c2cc(NC(=O)c3ccccc3)ccc2O1	15	0	-4	nt	7	-7[16.7 µM]	0
CCCCN(CCCC)c1nc2ccccc2nc1NS(=O)(=O)c1ccc(NC(C)=O)cc1	8	-1	-3	6	nt	5	nt
NC(=O)c1ccsc1NC(=O)c1ccco1	33	3	-1	-1	3	-2	nt

Random excerpt: 2 records from the list, in no set order.
SMILES	esBAF inh	Cneo AK release	ARNT-TACC3 inh	Statin myotox sup	ERp5 inh	miR122 inh	SIRT5 inh
O=C(COC(=O)/C=C/c1ccc2c(c1)OCO2)Nc1ccc(S(=O)(=O)N2CCCC2)cc1	nt	nt	-2	nt	-1	nt	-2
CC1=NN(c2ccccc2)C(=O)/C1=C\c1sccc1C	-4	2	-3	12	6	nt	-4
